OX1R antag: human HCRTR1 antagonism; inhibition, % at 5 µM; hit rate 0.43% among 330,000; CHO/OX1R cells, Fluo-8 calcium fluorescence, orexin A; AID 434989;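 active = inhibition above its plate's threshold, mean inhibition of all tested compounds on the plate plus 3 SD, cut at about 37% in these data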;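 note: 0% = orexin A challenge wells and 100% = SB-334867-A antagonist wells; not every result past the cut was called active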
Target sequence (O43613 whole entry, looked up): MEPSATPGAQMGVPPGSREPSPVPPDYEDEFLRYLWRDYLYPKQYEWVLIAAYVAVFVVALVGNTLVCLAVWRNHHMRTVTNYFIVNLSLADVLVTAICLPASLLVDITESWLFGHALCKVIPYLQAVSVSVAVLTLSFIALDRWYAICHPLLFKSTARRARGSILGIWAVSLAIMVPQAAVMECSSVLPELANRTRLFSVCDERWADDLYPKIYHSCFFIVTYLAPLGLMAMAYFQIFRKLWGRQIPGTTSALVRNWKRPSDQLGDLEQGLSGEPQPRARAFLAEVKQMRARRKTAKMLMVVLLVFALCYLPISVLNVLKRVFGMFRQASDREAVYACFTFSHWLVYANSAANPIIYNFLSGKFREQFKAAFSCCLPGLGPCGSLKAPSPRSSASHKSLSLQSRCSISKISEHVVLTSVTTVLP
CHT PAM: human CHT allosteric activation; hit rate 0.49% among 310,000; B-score at 10 µM; CHT-expressing cells, membrane potential dye, choline EC20; stronger effect = higher value; LV-AA mutant CHT in HEK293 cells; Q9GZV3;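 active = initial fluorescence not abnormally high and integrated response B-score, plate-corrected, over 3 SD above library mean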
Target sequence (Q9GZV3 whole entry, looked up): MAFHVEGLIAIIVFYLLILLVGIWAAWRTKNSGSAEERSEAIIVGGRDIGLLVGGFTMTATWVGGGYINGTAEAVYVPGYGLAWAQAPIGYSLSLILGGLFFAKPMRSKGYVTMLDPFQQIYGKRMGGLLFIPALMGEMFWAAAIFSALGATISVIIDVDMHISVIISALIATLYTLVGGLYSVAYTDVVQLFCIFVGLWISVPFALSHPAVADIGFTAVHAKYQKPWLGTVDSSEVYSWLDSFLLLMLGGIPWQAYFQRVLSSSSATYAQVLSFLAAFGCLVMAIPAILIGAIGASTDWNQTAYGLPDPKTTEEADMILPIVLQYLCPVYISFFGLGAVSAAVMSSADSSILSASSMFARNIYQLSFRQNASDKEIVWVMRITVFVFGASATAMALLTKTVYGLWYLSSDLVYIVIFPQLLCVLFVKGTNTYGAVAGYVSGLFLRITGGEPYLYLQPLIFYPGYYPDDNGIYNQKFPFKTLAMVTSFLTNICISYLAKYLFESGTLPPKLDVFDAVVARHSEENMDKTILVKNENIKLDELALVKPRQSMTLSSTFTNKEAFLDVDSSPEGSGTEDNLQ
Active calls of the source: *; i = inactive; · = not tested or not shown. Hits appear at their usual frequency; any-hit rate near 0.83%.

Values run as follows: OX1R antag	CHT PAM
O=C(OCc1nnc(-c2ccccc2)o1)C1CC(=O)N(c2ccccc2)C1 (stereo not given)
 : 5	i
COC(=O)Nc1snnc1C
 : 9	i
O=C(NCc1ccco1)/C(=C\c1ccco1)NC(=O)c1ccco1
 : -22	i
CNC(=O)CS(=O)CC(=O)Nc1cc(OC(C)C)c(Cl)cc1Cl (stereo not given)
 : -20	i
CCCn1c(=O)c2c(nc3n2CCS3)n(C)c1=O
 : 2	i
CCOc1ccc(C(=O)NCC(=O)Nc2ccncc2)cc1OCC
 : -11	·
O=C(CSc1nc2cc3c(cc2c(=O)n1CCC1=CCCCC1)OCO3)NCc1ccco1
 : -24	i
N#Cc1cc(N)c(Nc2ccccc2)cc1C#N
 : 9	i
COc1ccccc1N(CC(=O)NCCC1=CCCCC1)S(=O)(=O)c1ccccc1
 : 63*	i
COc1ccc(C(=O)NC2CCN(C(=O)NCc3ccccc3)CC2)cc1
 : -25	i
O=C(NCCO)C(=O)Nc1cc2c3c(c1)CCC(=O)N3CCC2
 : 6	i
COCc1cc(C)nc2oc(C(=O)c3ccccc3)c(N)c12
 : -6	i
COc1ccccc1N(CC(=O)NCc1ccccc1)C(=O)CCC(=O)Nc1ccccn1
 : -36	i
COCCn1c(=S)[nH]c2cc(C(=O)N3CCc4ccccc4C3)ccc2c1=O
 : -25	i
CCOC(=O)C1CCCN(C(=O)COc2ccc(S(=O)(=O)N(CC)c3ccccc3)cc2)C1 (stereo not given)
 : -14	i
COC(=O)Cn1c(=O)c2c(nc3n2CCCN3Cc2ccccc2)n(C)c1=O
 : -3	i
Cc1cc(C)c2c(=O)[nH]c(SCC(=O)N3CCCCC3)nc2n1
 : 3	i
CSc1ncccc1C(=O)OCC(=O)c1ccccc1Br
 : -31	i
Cn1cnc(Sc2ncnc3nc[nH]c23)c1[N+](=O)[O-]
 : -12	i
CN1CCN(C(=O)c2cc3nc(-c4ccccc4)cc(C(F)(F)F)n3n2)CC1
 : -25	i
O=C(CCNC(=O)c1ccco1)Nc1ccccc1OC(F)F
 : 1	i
CCOC(=O)c1ccc(N2CCN(c3ccccc3F)CC2)c(NC(=O)Nc2cccc(OC)c2)c1
 : 28	i
COc1cc(C(=O)NCCc2cc3c(OC)ccc(OC)c3[nH]c2=O)cc(OC)c1OC
 : -18	i
CN1CCN(c2ccc(Cl)cc2NC(=O)CC2OC(=O)c3ccccc32)CC1 (stereo not given)
 : -18	i
CCNc1ccc(C(=O)OCC(=O)N2CCCC2)cc1[N+](=O)[O-]
 : -18	i
COC(=O)CCC(=O)N1CCOCCOCCN(C(=O)CCC(=O)OC)CCOCCOCC1
 : -12	i
Cc1ccccc1Nc1nnc(C)c(=O)[nH]1
 : -6	i
Cc1cccc(-n2ncc3c2CCCC3NC(=O)Cn2cccn2)c1C (stereo not given)
 : -20	i
C/C(=N\NC(N)=O)c1ccc(-n2ccnc2)cc1
 : 6	i
Cc1cc(C)c2oc(C(=O)N(Cc3ccccc3)C3CCS(=O)(=O)C3)cc(=O)c2c1 (stereo not given)
 : -20	i
OC[C@@H]1[C@@H](c2ccccc2)C(c2ccc(F)cc2)=NN1c1ccccc1
 : -8	·
COC(=O)COc1ccc2occ(C(C)=O)c2c1
 : 3	i
C[C@H]1CN([C@@H](C)CO)C(=O)Cc2cc(NC(=O)Cc3cn(C)c4ccccc34)ccc2O[C@@H]1CN(C)S(=O)(=O)c1cn(C)cn1
 : 3	·
Cn1cc(CN2CCN(CCO)CC2)c(-c2ccc(Oc3ccccc3)cc2)n1
 : -21	i
O=C(COc1ccc(C(=O)c2ccc(F)cc2)cc1)NCc1ccc(F)cc1
 : 0	i
CCCN(CC(=O)Nc1ccc(Cl)cc1Cl)Cc1cc(=O)n2ccsc2n1
 : -31	i
O=C(OC1CCN(c2ncc(C(F)(F)F)cc2Cl)CC1)c1ccc(Cl)cc1
 : 4	i
COc1ccc(NC(=S)NNC(=O)C(C)n2nc(C)c([N+](=O)[O-])c2C)cc1 (stereo not given)
 : -33	i
O=C(c1cccc(F)c1)N1CCN(C(=O)C2CC2)CC1
 : -14	i
COc1ccc(OC)c(CNc2ncc(-c3cccc([N+](=O)[O-])c3)n2C)c1
 : -3	i
O=C(O)c1ccccc1C(=O)Nc1nc(-c2ccc3ccccc3c2)cs1
 : 0	i
Cn1c(N)c(C(=O)COC(=O)C2(c3cccc(F)c3)CCCC2)c(=O)n(C)c1=O
 : -5	i
O=[N+]([O-])c1ccc(S(=O)(=O)Nc2cccc(-c3ccc(N4CCOCC4)nn3)c2)cc1
 : -19	i
CN(C(=O)Cc1c(C(=O)O)n(C)c2ccccc12)c1cccc(C(F)(F)F)c1
 : 15	i
Cc1cc(C)c(S(=O)(=O)N/N=C/c2ccc3c(c2)OCO3)c(C)c1
 : ·	i
Cc1ccc2oc(C(=O)N3CCN(Cc4nccn4C)CC3)c(C)c2c1
 : -3	i
COc1cc(NC(=O)CCN2CCN(C/C=C/c3ccccc3)CC2)cc(OC)c1
 : ·	i
COC(=O)Nc1sc2c(c1C(=O)NC1CC1)CCCCCC2
 : -13	i
CS(=O)(=O)Nc1ccc(C(=O)N2CC(=O)Nc3ccccc32)cc1
 : ·	i
O=C(COc1ccc(S(=O)(=O)N2CCOCC2)cc1)Nc1ccccc1C(F)(F)F
 : -76	i
COC(=O)c1c(-c2c(Cl)cccc2Cl)noc1C(=O)NN
 : -40	i
O=C(NCCO)C(=O)NCC1CCCN1S(=O)(=O)c1cccs1 (stereo not given)
 : 1	i
CCSc1nnc(NC(=O)CCC2CCCCC2)s1
 : -38	i
COc1cc(OC)cc(C(=O)N2CCN(Cc3ccccc3C(F)(F)F)CC2)c1
 : -35	i
CN(Cc1cccs1)C(=O)c1cccc(S(=O)(=O)N2CCCCCC2)c1
 : -22	·
O=C(Nc1cccs1)N1CCN(c2ncccn2)CC1
 : -19	i
Cc1nc(C(=O)N2CCOCC2)sc1C1(C)CC(c2ccccc2)=NO1 (stereo not given)
 : -13	i
C/C(=N/NC(=O)CC(=O)N/N=C(\C)c1ccc([N+](=O)[O-])cc1)c1ccc([N+](=O)[O-])cc1
 : -14	i
CCOC(=O)C(C)Sc1nc(-c2ccccn2)ncc1OC (stereo not given)
 : -31	i
CC1CCc2c(sc(Nc3nc4c(F)cccc4s3)c2C(N)=O)C1 (stereo not given)
 : 0	i

(next part)
Values run as follows: OX1R antag	CHT PAM
COCCOC(=O)C(C#N)c1nc2ccccc2nc1N1CCCC1 (stereo not given)
 : -24	i
Cc1ccc(-c2cc(-c3cccc(F)c3)n[nH]2)c(O)c1
 : -27	i
O=C1N(Cc2cccc(Cl)c2)C[C@@H]2C[C@@H](c3ccsc3)N3CCC[C@@]123
 : -12	i
Cc1cc(C)nc(SCc2nnc(SCc3ccccc3Cl)o2)n1
 : -21	i
C=CCSc1nc2c(C(=O)OCC)nnn2c2ccccc12
 : ·	i
CC1(C)CC(=O)C(C(=O)/C=C/NCCc2ccccc2)C(=O)C1
 : -35	i
COc1ccccc1[C@@H]1C(c2ccc(F)cc2)=NN(c2ccccc2)[C@H]1C(=O)N1CCOC1=O
 : -24	i
COc1ccc2nc(Nc3ccccc3OC)sc2c1
 : -32	i
COc1ccc(NC(=O)CN(C)CC(=O)NC2CCC(C)CC2)cc1 (stereo not given)
 : -21	·
COC(=O)C1CC(O)CN1C(=O)NC1CCCCC1 (stereo not given)
 : 5	i
Cc1ccccc1C(=O)Nc1nc2n(n1)C(c1ccccc1)CC(=O)N2 (stereo not given)
 : -7	i
CC(C)(C)c1ccc(-c2c(C(=O)O)c(C(=O)O)c3n2CSC3)cc1
 : -13	i
O=C(c1ccc(Cl)cc1[N+](=O)[O-])N(Cc1ccccc1)Cc1ccccc1
 : -36	i
O=C(O)c1ccc(S(=O)(=O)NCC2CCCCC2)cc1
 : ·	i
CCOCCCNC(=O)CN1C(=O)CSc2ccccc21
 : -21	i
COc1ccc(CC(=O)Oc2ccc(C)cc2Br)cc1S(=O)(=O)N1CCOCC1
 : -12	i
Cc1ccc(NCCC(=O)c2ccc(Br)cc2)cc1
 : -9	i
CCCC1=[N+](CC(=O)c2ccccc2)CCn2cccc21
 : -2	i
Cc1ccc(S(=O)(=O)NCCC(=O)N2CCCCCC2)cc1
 : -10	i
COC(=O)c1cc(N=CC2=C(O)CC(C)(C)CC2=O)cc(C(=O)OC)c1
 : 2	i
Cc1ccccc1C(=O)N/N=C1/SCC(=O)N1Cc1ccc2c(c1)OCO2
 : -7	i
O=C(O)c1cccc(N2C(=O)c3cccnc3C2=O)c1
 : -12	i
CCOC(=O)NNC(=O)NCCCCCCNC(=O)NNC(=O)OCC
 : -5	i
CCc1nnc(NC(=O)c2cccc(S(=O)(=O)N3CCc4ccccc43)c2)s1
 : -17	i
Cc1ccc2cc(C(c3nnnn3C3CCCC3)N(Cc3ccccc3)Cc3ccco3)c(=O)[nH]c2c1 (stereo not given)
 : -23	i
Cc1ccccc1C(=O)N1CCC(C(N)=O)CC1
 : 4	i
COc1cc(C2C(C(C)=O)=C(O)C(=O)N2CCN2CCOCC2)ccc1O (stereo not given)
 : -3	i
COc1ccc2ncc(OC(C)=O)cc2c1
 : 9	i
CCOc1ccc(NC(=O)C(Cc2ccccc2)N2C(=O)c3cccc4cccc(c34)C2=O)cc1 (stereo not given)
 : -11	i
CCN1CCN(S(=O)(=O)c2ccc(Br)s2)CC1
 : -5	i

27 successive compounds already listed, for reference:
Values run as follows: OX1R antag	CHT PAM
Cc1cc(C)nc(SCc2nnc(SCc3ccccc3Cl)o2)n1
 : -21	i
C=CCSc1nc2c(C(=O)OCC)nnn2c2ccccc12
 : ·	i
CC1(C)CC(=O)C(C(=O)/C=C/NCCc2ccccc2)C(=O)C1
 : -35	i
COc1ccccc1[C@@H]1C(c2ccc(F)cc2)=NN(c2ccccc2)[C@H]1C(=O)N1CCOC1=O
 : -24	i
COc1ccc2nc(Nc3ccccc3OC)sc2c1
 : -32	i
COc1ccc(NC(=O)CN(C)CC(=O)NC2CCC(C)CC2)cc1 (stereo not given)
 : -21	·
COC(=O)C1CC(O)CN1C(=O)NC1CCCCC1 (stereo not given)
 : 5	i
Cc1ccccc1C(=O)Nc1nc2n(n1)C(c1ccccc1)CC(=O)N2 (stereo not given)
 : -7	i
CC(C)(C)c1ccc(-c2c(C(=O)O)c(C(=O)O)c3n2CSC3)cc1
 : -13	i
O=C(c1ccc(Cl)cc1[N+](=O)[O-])N(Cc1ccccc1)Cc1ccccc1
 : -36	i
O=C(O)c1ccc(S(=O)(=O)NCC2CCCCC2)cc1
 : ·	i
CCOCCCNC(=O)CN1C(=O)CSc2ccccc21
 : -21	i
COc1ccc(CC(=O)Oc2ccc(C)cc2Br)cc1S(=O)(=O)N1CCOCC1
 : -12	i
Cc1ccc(NCCC(=O)c2ccc(Br)cc2)cc1
 : -9	i
CCCC1=[N+](CC(=O)c2ccccc2)CCn2cccc21
 : -2	i
Cc1ccc(S(=O)(=O)NCCC(=O)N2CCCCCC2)cc1
 : -10	i
COC(=O)c1cc(N=CC2=C(O)CC(C)(C)CC2=O)cc(C(=O)OC)c1
 : 2	i
Cc1ccccc1C(=O)N/N=C1/SCC(=O)N1Cc1ccc2c(c1)OCO2
 : -7	i
O=C(O)c1cccc(N2C(=O)c3cccnc3C2=O)c1
 : -12	i
CCOC(=O)NNC(=O)NCCCCCCNC(=O)NNC(=O)OCC
 : -5	i
CCc1nnc(NC(=O)c2cccc(S(=O)(=O)N3CCc4ccccc43)c2)s1
 : -17	i
Cc1ccc2cc(C(c3nnnn3C3CCCC3)N(Cc3ccccc3)Cc3ccco3)c(=O)[nH]c2c1 (stereo not given)
 : -23	i
Cc1ccccc1C(=O)N1CCC(C(N)=O)CC1
 : 4	i
COc1cc(C2C(C(C)=O)=C(O)C(=O)N2CCN2CCOCC2)ccc1O (stereo not given)
 : -3	i
COc1ccc2ncc(OC(C)=O)cc2c1
 : 9	i
CCOc1ccc(NC(=O)C(Cc2ccccc2)N2C(=O)c3cccc4cccc(c34)C2=O)cc1 (stereo not given)
 : -11	i
CCN1CCN(S(=O)(=O)c2ccc(Br)s2)CC1
 : -5	i

More compounds:
Values run as follows: OX1R antag	CHT PAM
Cc1ccc(NC(=O)C2CCCN(c3ncccn3)C2)cc1F (stereo not given)
 : -7	i
Cc1nc2ccc(NC(=O)c3cc(S(=O)(=O)N(C)c4ccccc4)ccc3Cl)cc2s1
 : 14	i
OCC[C@@H]1C[C@@H](O)[C@H](O)[C@@]2(CCc3ccccc3O2)O1
 : -6	i
CCC(=O)Nc1ccc(C(=O)CSc2nnc(-c3ccc(NS(=O)(=O)CC)cc3)o2)cc1OC
 : -1	i
S=C(NC1CCCCC1)N1CCN(C/C=C/c2ccccc2)CC1
 : -12	i
CCCCNC(=S)Nc1ccc(C(F)(F)F)cc1
 : 29	i
CCOC(=O)c1ccc(NC(=O)COc2ccc(S(=O)(=O)NC(C)CC)cc2)cc1 (stereo not given)
 : 14	i
CCOC(=O)c1c(NC(=O)CC)sc(C(=O)N2CCCCC2)c1C
 : -20	i
CNc1nc(SCc2ccc(C)cc2)nc2c1CCCC2
 : 0	i
COc1ccccc1NC(=O)C(C)OC(=O)Cn1cnc2c1c(=O)n(C)c(=O)n2C (stereo not given)
 : -7	i

Some of the entries above in a different format.
> Cc1ccccc1C(=O)N1CCC(C(N)=O)CC1
  OX1R antag: 4	CHT PAM: i

> COc1cc(C2C(C(C)=O)=C(O)C(=O)N2CCN2CCOCC2)ccc1O (stereo not given)
  OX1R antag: -3	CHT PAM: i

> COc1ccc2ncc(OC(C)=O)cc2c1
  OX1R antag: 9	CHT PAM: i

> CCOc1ccc(NC(=O)C(Cc2ccccc2)N2C(=O)c3cccc4cccc(c34)C2=O)cc1 (stereo not given)
  OX1R antag: -11	CHT PAM: i
